TRb-SRC2 inh: disrupts binding of human TR beta to SRC2; TRbeta-SRC2 peptide binding, fluorescence polarization; receptor liganded with 1 µM T3; actives 0.065% (n = 280,000); Potency, µM (highest dose often 106 µM), for the others: top-dose activity change, negative = inhibition, actives largely listed as inhibitors;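 note: plate controls were bound peptide for no effect and peptide without receptor for full effect; nearly all actives have a fitted effect of over 50% in size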
Target sequence (P10828 whole entry, looked up): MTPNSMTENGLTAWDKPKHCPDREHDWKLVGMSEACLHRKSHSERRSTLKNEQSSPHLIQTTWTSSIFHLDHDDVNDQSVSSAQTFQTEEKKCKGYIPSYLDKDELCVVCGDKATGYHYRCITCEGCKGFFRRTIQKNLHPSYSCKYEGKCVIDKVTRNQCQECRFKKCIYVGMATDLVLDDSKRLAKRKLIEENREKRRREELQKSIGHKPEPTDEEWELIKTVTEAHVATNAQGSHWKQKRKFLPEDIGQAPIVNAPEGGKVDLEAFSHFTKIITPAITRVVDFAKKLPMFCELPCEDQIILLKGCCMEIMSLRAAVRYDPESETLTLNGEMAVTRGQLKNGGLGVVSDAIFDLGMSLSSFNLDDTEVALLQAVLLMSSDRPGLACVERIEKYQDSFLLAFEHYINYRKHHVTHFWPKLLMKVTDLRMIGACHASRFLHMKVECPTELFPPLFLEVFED
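Assay buffer: 20 mM Tris-HCl, 100 mM NaCl, 10% glycerol, 1 mM EDTA, 0.01% NP-40, 1 mM DTT, 1 uM T3, 5% DMSO; TRb LBD 0.6 uM, Texas Red SRC2 20 nM; FP after 5 hr.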
ALDH1A1 block: inhibitors of human aldehyde dehydrogenase 1A1; AID 1030; P00352; Potency, µM (series often up to 75.3 µM), for inactives: at the top dose activity, negative = inhibition, actives largely listed as inhibitors; actives 7.3% (n = 220,000); Purified ALDH1A1, NADH fluorescence, propionaldehyde substrate; active = well fitted inhibition curve with a large enough effect, not every such curve was filed as active; inconclusive = small, poorly fitted or top-dose-only effect, or another doubt; inactive = no such curve, though single readings can be large or run the other way;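 note: plate controls were no enzyme wells and a reference inhibitor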
Tau fibril FP: blocks human tau fibril formation measured by polarization. P10636. K18 P301L tau heparin fibrillization, Alexa594 FP, 6 h. Potency, µM (doses to about 57.7 µM), without a hit: at the top dose activity, negative = inhibition, actives largely listed as inhibitors. actives 0.39% (n = 280,000); note: nearly all actives have a fitted effect of over 55% in size
Target sequence (P10636 561-689 P618L limits assumed): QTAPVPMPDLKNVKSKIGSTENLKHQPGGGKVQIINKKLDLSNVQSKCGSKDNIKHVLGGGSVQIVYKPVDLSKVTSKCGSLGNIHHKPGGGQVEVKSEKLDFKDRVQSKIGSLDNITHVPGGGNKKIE
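Human tau K18 […] P301L fragment, 15 uM unlabeled plus 0.24 uM Alexa 594-labeled tau (final), with compound and 20 uM heparin in 100 mM sodium acetate pH 7; 6 hr at 37 C, then Alexa 594 FP read.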
L3MBTL1 block: inhibitors of human L3MBTL1; actives 0.66% (n = 230,000); Potency, µM (highest dose often 57.1 µM), inactives show at the top dose activity, negative = inhibition, most hits filed as inhibitors; AlphaScreen L3MBTL1–H3K9me1 peptide binding; Q9Y468; AID 485360; note: nearly all actives have a fitted effect of over 60% in size
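L3MBTL1 50 nM + b-AHA-H3(1-15)K9me1 75 nM, 30 min RT; compound added, 30 min RT; streptavidin donor/Ni-chelate acceptor beads 10 ug/mL each final, 30 min RT dark; AlphaScreen read.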
Tau fibril ThT: inhibitors of human tau fibril formation, thioflavin T binding; recombinant tau K18 P301L, heparin-induced fibrillization, ThT fluorescence; actives 2.1% (n = 270,000); AID 1460; Potency, µM (titrated, usually from 57.4 µM), for the others: at the top dose activity, negative = inhibition, usual class: inhibitors; note: nearly all actives have a fitted effect of over 55% in size
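Tau K18 P301L fragment (15 uM unlabeled plus 0.24 uM Alexa 594-labeled) in 100 mM sodium acetate pH 7 with compound, fibrillization induced by 20 uM heparin for 6 hr at 37 C. Thioflavin T (30 uM) added, fluorescence read after 1 hr (ex 450, em 510 nm).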
GLA spleen mod: alpha-galactosidase A (human) modulation; Potency, µM (top dose mostly 80 µM), without a hit: at the top dose activity change, negative = inhibition, usual class: inhibitors; human spleen homogenate, 4MU-alpha-Gal fluorescence, 40 min; P06280; actives 0.008% (n = 240,000);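 note: 0% = enzyme with vehicle and -100% = no enzyme basal signal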
Target sequence (P06280 32-429 limits assumed): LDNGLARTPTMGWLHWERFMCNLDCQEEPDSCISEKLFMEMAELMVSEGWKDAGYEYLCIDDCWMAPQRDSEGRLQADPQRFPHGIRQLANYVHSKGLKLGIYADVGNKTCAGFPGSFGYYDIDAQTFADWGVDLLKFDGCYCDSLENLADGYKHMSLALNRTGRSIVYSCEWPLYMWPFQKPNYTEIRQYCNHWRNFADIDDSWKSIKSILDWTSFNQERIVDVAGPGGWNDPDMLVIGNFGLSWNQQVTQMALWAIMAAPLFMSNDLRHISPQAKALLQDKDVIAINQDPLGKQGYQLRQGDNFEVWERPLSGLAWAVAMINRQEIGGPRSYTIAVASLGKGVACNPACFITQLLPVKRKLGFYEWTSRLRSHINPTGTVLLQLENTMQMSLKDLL
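Fluorogenic readout (Ex 365/Em 440 nm) of 4-methylumbelliferone released from 1 mM 4-MU-alpha-galactoside by spleen homogenate, 40 min at 37C, pH 5.0. Data normalized to no-enzyme and enzyme controls; Hill-equation AC50 from compound titrations.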
Tau fluor cs: counter-screen for tau fibril formation inhibitors; actives 0.93% (n = 280,000); tau K18 P301L (four-repeat tau fragment) Alexa594 fluorescence, heparin fibrillization; Potency, µM (titrated, usually from 57.7 µM), inactives show top-dose activity change, negative = decrease; note: nearly all actives have a fitted effect of over 55% in size
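Human K18 P301L tau (15 uM unlabeled plus 0.24 uM Alexa 594-labeled, final) in 100 mM sodium acetate pH 7 was mixed with compound and 20 uM heparin and incubated 6 hr at 37 C.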
TR SRC2 fluor cs: counter-screen for TRb-SRC2 inhibitors: fluorescence interference. TRb/SRC2 Texas Red total fluorescence interference. Potency, µM (highest dose often 106 µM), for inactives: top-dose fluorescence change, negative = quenching. actives 0.29% (n = 280,000). AID 1479; active = well fitted curve in either direction with a large enough effect; inconclusive = small, poorly fitted or top-dose-only effect
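Flags fluorescent or light-absorbing compounds by total fluorescence, S + 2P, at 555 nm excitation and 632 nm emission. Mixture: 20 nM Texas Red SRC2 peptide, 0.6 uM human TRb LBD, 1 uM T3, 5% DMSO; compound exposure 5 h at ambient temperature.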
* = called active by the depositor; ? = inconclusive; nt = not tested or not shown; & = joins results of further samples; [ ] = dose if it differs, or a comment. Unless noted, calls come from the whole dose curve; as a rule, active = well fitted curve in the direction sought with a large enough effect; inconclusive = small, poorly fitted or top-dose-only effect, or another doubt; inactive = no such curve, though single readings can be large; an effect the other way counts as inactive or inconclusive. Unless noted, % is set by controls: 0 for no effect and ±100 for the full control effect; potency is the fitted concentration of half-maximal effect.

SMILES | TRb-SRC2 inh | ALDH1A1 block | Tau fibril FP | L3MBTL1 block | Tau fibril ThT | GLA spleen mod | Tau fluor cs | TR SRC2 fluor cs
Cc1nc([N+](=O)[O-])c(C(=O)OCc2ccccc2C#N)n1C | -1% | 4% | 2% | -14% | -3% | 7% | 0% | -4%
CCCCCCCCC/C(=N\O)c1ccccn1 | 7% | 7% | -10% | -11% | -16% | 5% | -19% | -1%
CC(=O)Nc1ccccc1-c1nc2ccccc2n(CC(=O)c2ccc(C)c(C)c2)c1=O | 5% | nt | -3% | nt | 3% | nt | 3% | 0%
CC(=O)c1c(C)nc2ccc(C)cc2c1-c1ccccc1 | 2% | 3% | 1% | 3% | -9% | -3% | -9% | -3%
CCCn1c2ccccc2c2cnn(CC(=O)N3CCC(C)CC3)c(=O)c21 | 0% | nt | 0% | nt | -5% | nt | -6% | 3%
Cc1noc(C)c1CSc1nnc(-c2ccncc2)n1-c1cccc(Cl)c1C | -1% | -33% | -2% | -14% | -9% | 3% | -5% | 2%
COc1ccccc1N1CCN(C(c2ccccc2)c2nnnn2CCc2ccccc2)CC1 (centres undefined) | 0% | -3% | 7% | -3% | -18% | 2% | -22% | -3%
COc1cc(/C=C/C(=O)c2ccc(O)cc2)ccc1OCC#N | 6%[53 µM] | ? | -4% | -4% | ? | 0% | -14% | 1%[53 µM]
O=C(CCC(=O)N1CCSc2ccccc21)Nc1ccc(Cl)cc1 | -3% | nt | -7% | nt | -11% | nt | ? | -2%
Cc1cccc(C(C)C)c1-n1nnnc1-c1ccccc1 | -4% | ? | 10% | 7% | -9% | 8% | -14% | 2%
CN(C)c1nc(OCCNC(=O)Nc2ccccc2)nc(N(C)C)n1 | -11% | 1% | 6% | 8% | -1% | 3% | -2% | -3%
COC(=O)c1sccc1NC(=O)CN(C)NS(=O)(=O)c1ccc(F)cc1 | 3% | 1µM* | 2% | -2% | -10% | 0% | 1% | 1%
COc1cc(C(=O)Nc2ccccc2OCc2cc(=O)n3cc(C)sc3n2)cc(OC)c1OC | 8% | nt | 0% | nt | 1% | nt | -4% | 0%
CC(C)CC(=O)Nc1nc2ccc(S(=O)(=O)N3CCOCC3)cc2s1 | 1% | 3% | 0% | 3% | -10% | 15% | -4% | -5%
O=C(Nc1ccc2nc(C3CC3)n(Cc3ccc(F)cc3)c(=O)c2c1)c1ccco1 | 1% | -22% | -12% | -2% | ? | 4% | ? | -3%
CCOc1cc(-c2cc(C(=O)O)c3c(-c4ccccc4)[nH]nc3n2)ccc1O | 2% | nt | 1% | nt | -12% | nt | -5% | 1%
COc1ccc(C)cc1NC(=O)c1ccccc1NS(=O)(=O)c1ccc(Cl)s1 | 3% | 4% | 16% | -5% | ? | 1% | -19% | -6%
O=C(CCC(=O)NC1CCCCCC1)Nc1nnc(C(F)(F)F)s1 | -10% | 2% | 5% | nt | -3% | 2% | -5% | -3%
C#CCOCCOCCOCCNc1nc(N2CCN(C(=O)[C@H](CCCCN)n3cc([C@@H](N)CC(C)C)nn3)CC2)nc(N2CCN(C(=O)[C@H](Cc3cc4ccccc4[nH]3)n3cc([C@@H](N)Cc4ccc(O)cc4)nn3)CC2)n1 | 4% | 0% | ? | -8% | ? | 5% | -16% | -3%
CCNC(=O)/N=C1/NC(=O)C(C(C)C)O1 (centres undefined) | -2% | 2% | 0% | 6% | 3% | 11% | -3% | 1%
COc1ccc(-c2nc(CS(=O)CC(=O)NCc3ccc(Cl)cc3)c(C)o2)cc1 (centres undefined) | -9% | ? | 14% | nt | ? | -3% | -17% | -3%
Cc1onc(-c2ccccc2Cl)c1C(=O)Nc1ccc(Cl)cn1 | -5% | nt | -4% | 11% | 0% | 1% | -5% | 1%
COc1ccc(Cn2ccc3nc(C)c(C(=O)NCc4ccc(C)cc4)cc3c2=O)cc1 | 2% | nt | 6% | nt | -6% | nt | -4% | 1%
Cc1ccc(NCC(=O)Nc2c(C)n(C)n(-c3ccccc3)c2=O)cc1S(=O)(=O)N(C)C | -3% | nt | 2% | -6% | 0% | 6% | -2% | 0%
CCOC(=O)C1CCCN(C2CC(=O)N(c3cccc(C(F)(F)F)c3)C2=O)C1 (centres undefined) | -16% | 8.9µM* | 6% | -11% | -20% | 2% | 2% | -3%
O=C(COC(=O)C1CCCCC1)NCCc1ccccc1 | 1% | -5% | -4% | 2% | 1% | -1% | -2% | 1%
CC(C)C1CC(C(F)(F)F)n2nc(C(=O)O)cc2N1 (centres undefined) | -1% | 11% | 2% | 0% | -2% | 4% | 0% | -3%
CC(C)[C@H](NC(=O)c1ccc(Cl)c([N+](=O)[O-])c1)C(=O)NCc1ccc(F)cc1 | -7% | -12% | 0% | -12% | 3% | -4% | -1% | 1%
Cc1ccc(S(=O)(=O)Nc2nc3ccccc3nc2NCc2ccco2)cc1C | 3% | ? | -1% | 2% | ? | -6% | ? | 1%
Cc1ccc(CNC(=O)CSc2c3c(nc4cc(Cl)ccc24)CCCC3)o1 | -2% | 20µM* | 3% | nt | ? | -12% | -8% | -2%
COc1ccc(-n2nc(C(=O)Nc3ccccn3)c3c4ccccc4n(C)c3c2=O)cc1 | 4% | nt | 0% | nt | 10% | nt | 0% | 0%
Fc1ccccc1N1CCN(Cc2cnc(Cl)s2)CC1 | -10% | 4% | 3% | -2% | -10% | 2% | -8% | -1%
Cc1ccc(CNC(=O)COC(=O)c2cc3c(s2)CCC(C)C3)cc1 (centres undefined) | -10% | -8% | -10% | 1% | -2% | 2% | -10% | -9%
Cc1cc(C(F)(F)F)nn1-c1nc(-c2ccco2)cc(C(F)(F)F)n1 | -5% | ? | -11% | 1% | -13% | 3% | -13% | -7%
CSc1ccccc1COC(=O)Nc1ccccc1C | 0% | ? | -4% | 27% | ? | 4% | -17% | 1%
O=C(O)[C@@H]1C[C@H](C(=O)O)N1 | -2%&-11% | -12% | -2% | nt | -6% | 2%&16% | -7% | ?
O=c1c2oc3ccccc3c2ncn1Cc1cccc(Cl)c1 | 5% | 10% | -8% | nt | -3% | 12% | -8% | -1%
COc1cc(/C=N/Nc2ccc(F)cc2F)cc(OC)c1O | -5% | ? | -8% | -17% | ? | 1% | ? | -3%
CC12CCC(C(=O)Nc3ccccc3)(C/C1=N\O)C2(C)C (centres undefined) | -8% | 4% | -5% | 5% | -7% | 1% | -7% | -3%
COCC(C)n1c(C)cc(C(=O)COC(=O)c2oc3ccccc3c2C)c1C (centres undefined) | 0% | -11% | -1% | -13% | ? | 7% | -26% | -3%
O=c1c2c(-c3cccs3)csc2ncn1-n1cccc1 | -1% | ? | 2% | -6% | -8% | -5% | 0% | -2%
COc1ccc(-c2onc(C)c2C)cc1S(=O)(=O)NC1CCC(C)CC1 (centres undefined) | 3% | nt | 1% | nt | -3% | nt | -22% | -1%
CN(C)S(=O)(=O)c1ccc(Cl)c(NC(=O)COC(=O)CCC(=O)c2cccs2)c1 | 10% | -1% | -10% | -9% | -12% | -6% | -17% | 0%
O=C(NCCc1ccc(Cl)cc1)c1ccc(Nc2nc3ccccc3n3nnnc23)cc1 | -2% | nt | -15% | nt | -7% | nt | -19% | -1%
O=c1[nH]c2c(c(=O)n1Cc1ccccc1)CCC2 | -21% | -3% | -2% | nt | -2% | -10% | -4% | -2%
CC(C)(C)c1nc(NC(=O)Nc2ccccc2)sc1Br | -3% | ? | ? | -2%[11.4 µM] | -17% | 4% | ? | -6%
CCn1c(=O)n(CC)c2cc(S(=O)(=O)N3CCCCC3)c(C)cc21 | -12% | -2% | 7% | nt | -11% | -6% | -7% | 2%
Cc1nn(-c2ccccc2)c(Cl)c1C(=O)NCCCCNC(=O)c1c(C)nn(-c2ccccc2)c1Cl | 2% | -8% | -2% | nt | -15% | 13% | -2% | 0%
CC(C)OCCCNC1=C(Cl)C(=O)c2ccccc2C1=O | 3% | nt | 7% | -45% | 13µM* | -9% | ? | -5%
Cn1c(Oc2ccc(F)cc2)nc2c1c(=O)n(Cc1ccccc1Cl)c(=O)n2C | -5% | nt | -5% | nt | -11% | nt | -24% | -3%
COc1ccc(-c2noc(N3CCN(c4cccc(C)c4C)CC3)n2)cc1OC | 6% | nt | 1% | nt | ? | nt | -19% | -9%
COc1cccc(CNC(=O)c2cc(S(=O)(=O)N3CCCCC3)c[nH]2)c1 | 0% | nt | -12% | ? | -1% | nt | -10% | 1%
COC(=O)c1sc(SC)c(S(=O)(=O)C(C)C)c1N/N=C(\C#N)S(=O)(=O)c1ccccn1 | -4% | -9% | -6% | -4% | -13% | -12% | -12% | -6%
CC(C(=O)c1ccc(Br)cc1)[n+]1cccc(NC(=O)c2ccccc2)c1 (centres undefined) | -1% | -10% | -1% | 0% | -17% | 8% | -6% | -2%
O=C(Cn1ncc2ccsc2c1=O)N1CCN(c2ccccc2F)CC1 | -6% | nt | -9% | nt | -18% | nt | -11% | -2%
CC(=O)Nc1ccc(S(=O)(=O)N2CCC(NC(=O)c3ccco3)CC2)cc1 | -5% | 0% | 3% | 2% | -13% | 3% | -1% | -3%
CCOc1ccccc1N(CC(=O)NCC1CCCO1)C(=O)CNS(=O)(=O)c1ccccc1 (centres undefined) | -5% | 1% | -1% | 2% | -2% | -13% | -6% | -2%
COc1cccc(-c2ccc3c(N)c(C(=O)Nc4cc(F)ccc4F)sc3n2)c1 | 3% | nt | 12% | nt | ? | nt | ? | 0%

2 of the compounds above, in CSV form:
SMILES,TRb-SRC2 inh,ALDH1A1 block,Tau fibril FP,L3MBTL1 block,Tau fibril ThT,GLA spleen mod,Tau fluor cs,TR SRC2 fluor cs
O=c1c2oc3ccccc3c2ncn1Cc1cccc(Cl)c1,5%,10%,-8%,nt,-3%,12%,-8%,-1%
COc1cc(/C=N/Nc2ccc(F)cc2F)cc(OC)c1O,-5%,?,-8%,-17%,?,1%,?,-3%
